Screening data: PubChem, several laboratories
NS5 inhibitors: Dengue-2 NS5 methyltransferase inhibitors, primary screen, biochemical, confirmation dose response (AID 588689); hit rate 0.3% among 340,000; Dengue-2 NS5 methyltransferase capping enzyme assay, biochemical; higher % means a stronger effect; one-dose inhibition, % at 25 µM; IC50 in µM for titrated hits; in the data active means a potency from the dose series; inconclusive means inhibition above about 29% without an active follow-up result
MgcRacGAP inhibition: MgcRacGAP GTPase-activating activity inhibitors, confirmation, biochemical, ADP Hunter fluorescence; MgcRacGAP-stimulated Rac1 GTP hydrolysis, ADP Hunter fluorescence; higher % means a stronger effect; GST-tagged Rac1 F28L mutant substrate; one-dose inhibition, % at 30 µM; IC50 in µM for titrated hits; hit rate 0.6% among 340,000;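 active means first-screen hits whose inhibition reached a set limit at any dose in the follow-up dose series; inconclusive means inhibition above the set first-screen limit but never retested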;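 further: fluorescence reports GDP produced by GAP-driven GTP hydrolysis; strong numbers were not always called active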
SV40 large T antigen: TAg ATPase/helicase activity blockers – biochemical (AID 1903); hit rate 0.39% among 310,000; one-dose inhibition, % at 20 µM; IC50 in µM for titrated hits; SV40 large T antigen ATPase/helicase inhibition assay; higher % means a stronger effect; in the data active means a potency from the dose series; inconclusive means inhibition mostly from about 32% at the one dose, without a potency; inactive means the rest, 99 in 100 with inhibition below about 32%; further: strong numbers were not always called active
K1F lysis inhibition: inhibition of K1F phage lysis, E. coli UTI89, bacterial capsule biogenesis inhibitors, alamar blue (AID 488966); E. coli UTI89 K1F phage lysis, alamar blue, 2 h; higher % means a stronger effect; one-dose inhibition, % at 100 µM; IC50 in µM for titrated hits; hit rate 0.02% among 340,000;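 active means phage lysis inhibition, versus mean bacterial control, above a set limit; inconclusive means no clear call, values can overlap the other calls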;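 further: capsule biogenesis inhibitors block K1F phage lysis so surviving cells raise fluorescence; higher fluorescence means more inhibition of phage lysis; actives were called in the ten point dose series up to 300 µM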
West Nile virus CPE: West Nile virus antiviral activity, cell-based, CPE readout (AID 1621) | hit rate 0.02% among 290,000 | CPE inhibition, % at 10 µM, or IC50 in µM where a hit was titrated | West Nile virus-infected cells, CPE inhibition; higher % means a stronger effect; in the data active means a potency from the dose series; inconclusive means CPE inhibition mostly from about 3.7% at the one dose, without a potency; inactive means the rest, 99 in 100 with CPE inhibition below about 2.2%; further: strong numbers were not always called active
NTR1 ag: NTR1-driven beta-arrestin-GFP spot formation – imaging, U2OS cells, high content, primary screen (AID 493036). P30989. agonist mode. activation, % at 20 µM. hit rate 0.17% among 330,000;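 active means activation at or above 40% of the spot to cytoplasm intensity ratio, with at least 20 cells analyzed; inconclusive means wells under 20 cells, flagged as cytotoxic or low count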;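 further: 0% = DMSO without peptide and 100% = 100 nM NTR1 peptide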
Target sequence (P30989 whole entry, looked up): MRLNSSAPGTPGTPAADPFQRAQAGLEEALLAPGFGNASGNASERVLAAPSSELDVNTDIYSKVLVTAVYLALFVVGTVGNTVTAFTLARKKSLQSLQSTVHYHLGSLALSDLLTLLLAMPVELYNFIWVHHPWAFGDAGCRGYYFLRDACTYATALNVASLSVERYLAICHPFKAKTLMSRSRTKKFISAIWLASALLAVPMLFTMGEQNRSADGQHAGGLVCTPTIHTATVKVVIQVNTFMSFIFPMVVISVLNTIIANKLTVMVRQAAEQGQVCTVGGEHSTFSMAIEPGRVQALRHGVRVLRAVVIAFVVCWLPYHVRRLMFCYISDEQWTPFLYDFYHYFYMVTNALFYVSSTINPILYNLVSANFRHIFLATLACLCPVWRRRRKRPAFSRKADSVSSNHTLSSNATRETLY
Siah-1 displacement: blockers of Siah-1 interaction with plectin peptide – biochemical, fluorescence polarization, rhodamine-plectin, uHTS, primary screen (AID 1817) | Siah-1 / rhodamine-plectin peptide fluorescence polarization; higher % means a stronger effect | displacement, % at 20 µM; hits with a dose series show IC50 in µM | hit rate 0.02% among 290,000;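 active means displacement of at least 50% at 20 µM, with a fluorescence ratio check between 0.3 and a set limit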;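 further: plate controls were Siah plus tracer with DMSO for no effect and tracer alone without Siah for full effect; strong numbers were not always called active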
AID2073: disruptors of CaV2.2 binding to Mint1 – biochemical, HTRF (AID 2073) | hit rate 0.19% among 290,000 | inhibition, % at 20 µM, or IC50 in µM where a hit was titrated | HTRF protein-protein interaction, Mint1-CaV2.2; higher % means a stronger effect; in the data active means inhibition mostly above about 51%, no sharp cut-off; inconclusive means no clear call, values can overlap the other calls; inactive means mostly below about 53%; further: some results filed as inactive read as strong as hits
RSV antiviral HEp-2: inhibition of RSV-induced cytopathic effect – HEp-2 cells, primary 10 µM value included (AID 2391). HEp-2 cells, RSV-induced CPE inhibition; higher % means a stronger effect. one-dose CPE inhibition, % at 10 µM; IC50 in µM for titrated hits. hit rate 0.13% among 310,000; in the data active means a potency from the dose series; inconclusive means CPE inhibition mostly from about 23% at the one dose, without a potency; inactive means the rest, 99 in 100 with CPE inhibition below about 21%; further: strong numbers were not always called active
NTR1 ag cell count 20 µM: recorded beside NTR1 ag, whose call it bears; cell count; measured here: cell count, cytotoxicity flag
NS5 inhibitors pilot replicate: also measured in NS5 inhibitors; calls as there; inhibition, %; measured here: pilot screen replicate inhibition
Starred values were filed as active, the others as inactive; ? = inconclusive; nt = not tested or not shown; [ ] = remark or other dose. The order is random. About 1.6% of those tested had a hit in this group.

SMILES	NS5 inhibitors	MgcRacGAP inhibition	SV40 large T antigen	K1F lysis inhibition	West Nile virus CPE	NTR1 ag	NTR1 ag cell count 20 µM	Siah-1 displacement	AID2073	RSV antiviral HEp-2	others
O=C(COC(=O)c1cc(S(=O)(=O)N2CCOCC2)c(Cl)cc1Cl)NCc1ccco1	6%	-3%	nt	-0.8%	nt	5.4	64	nt	nt	nt
NC(=O)COC(=O)c1ccc(-c2ccc(O)cc2)cc1	-14%	18%	11%	0.2%	0.5%	1.0	61	11%	30%	1.3%
O=C(CSc1nc2sc3c(c2c(=O)n1-c1ccccc1)CCCC3)N/N=C/c1ccccc1C(=O)O	-1%	8%	14%	0.5%	-0.4%	1.4	65	13%	2%	2.6%
N#CC1(C#N)C2=C(CCCC2)NC(c2ccccc2)C1(C#N)C#N (stereo not drawn)	nt	nt	28%	nt	1.7%	-1.0	34	2%	3%	-0.8%
O=C(CCCCCn1c(=S)[nH]c2ccc(N3CCOCC3)cc2c1=O)NCc1cccc(Cl)c1	2%	8%	9%	0.4%	-0.8%	3.8	60	6%	40%	-1.6%
O=C(CCCN1C(=O)/C(=C\c2ccccc2)SC1=S)Nc1ccc(O)cc1C(=O)O	21%	13%	12%	-0.2%	0.0%	-0.3	41	-2%	5%	1.1%
CCOC(=O)c1ccc(Oc2cc(C)nc(SC)n2)cc1	0%	12%	1%	0.1%	?	2.8	59	2%	12%	-2.5%
CCn1cc(C(=O)NCc2ccccc2OC)c(=O)c2cc(S(=O)(=O)N(C)C)ccc21	7%	7%	7%	5.5%	0.0%	-2.6	62	-1%	-3%	3.1%
COc1ccc(NC(=O)c2cc(S(=O)(=O)N3CCCCC3)ccc2OC)cc1	6%	-1%	12%	-0.1%	0.9%	0.5	56	-5%	8%	-0.2%
CC(C)Oc1ccc(C(=O)Nc2nnc(C3=COCCO3)o2)cc1	-5%	4%	12%	0.8%[50 µM]	nt	0.4	46	nt	nt	1.2%
C=CCN(C(=O)CN1CCCCC1)c1nc(-c2ccccc2)cs1	0%	14%	17%	0.3%	-0.6%	2.2	46	4%	2%	-0.9%
CCOc1ccc(NS(=O)(=O)c2ccc(OC)c(NC(=O)c3ccc4c(c3)OCCO4)c2)cc1	-6%	10%	3%	2.8%[50 µM]	-1.5%	-0.3	54	4%	2%	6.9%
CCOC(=O)C1CCN(C(=O)Nc2ccc3c(c2)nc(C)n3C)CC1	-8%	-4%	13%	0.0%	-0.2%	-1.4	49	0%	-12%	0.1%
COc1ccc(CNC(=O)c2cc(SC)ccc2Cl)cc1OC	-10%	9%	-5%	0.1%	-0.4%	2.3	45	0%	8%	2.5%
COC(CNC(=O)CN1C(=O)COc2ccc(S(=O)(=O)N3CCOCC3)cc21)OC	2%	-6%	4%	0.4%	-0.1%	0.5	69	-7%	22%	1.2%
O=C(O)CNC(=O)c1ccc(NC(=O)/C(=C/c2ccccc2)NC(=O)c2ccco2)cc1	-4%	4%	2%	1.5%[50 µM]	0.3%	-0.8	53	1%	19%	1.9%
O=C(NCCc1cccs1)C1CC(c2ccccc2[N+](=O)[O-])=NO1 (stereo not drawn)	-1%	5%	10%	0.6%	-0.1%	-1.8	97	-1%	14%	1.4%
Cc1cc(C(=O)Oc2cccnc2)ccc1[N+](=O)[O-]	nt	10%	11%	0.7%	0.9%	2.4	90	-9%	-4%	-0.6%
COc1cc(NC(=O)C(C)Oc2ccccc2)c(C(=O)O)cc1OC (stereo not drawn)	-2%	7%	23%	0.9%	0.8%	1.4	103	0%	-5%	1.8%
Cc1cc(C)c[n+](C2=C([O-])c3ccccc3C(=O)/C2=N\S(=O)(=O)c2cccs2)c1	-2%	12%	-6%	0.0%	0.5%	-0.3	79	43%	14%	5.4%
O=S(=O)(NCc1ccccn1)c1cccc2nsnc12	-3%	10%	4%	0.0%	0.2%	0.2	61	3%	-1%	0.3%
N#CCC(=O)Nc1ccc(C(=O)OCC(=O)N(Cc2ccccc2)C2CCS(=O)(=O)C2)cc1 (stereo not drawn)	-11%	4%	2%	0.6%	1.4%	0.7	47	1%	28%	-1.2%
O=C(Cn1cnc2ccccc2c1=O)NCC(=O)N1CCN(Cc2ccc3c(c2)OCO3)CC1	-2%	5%	2%	1.5%	0.4%	1.7	45	2%	-12%	1.0%
CC(=O)N/C(N)=N/c1nc2cc(C)ccc2o1	-7%	-1%	11%	-1.3%	-0.1%	-0.2	41	-3%	-5%	2.5%
CC(=O)c1ccc(OCc2cc(C(=O)N(C)C(C)c3ccon3)no2)cc1 (stereo not drawn)	-4%	12%	27%	-0.1%	-0.8%	0.1	70	4%	7%	3.8%
COc1ccc(S(=O)(=O)N2CCN(C/C=C/c3ccccc3)CC2)cc1F	-4%	8%	5%	0.1%	-1.3%	16	46	-4%	5%	12%
COc1ccc(OC)c(/C=C/c2ccc3cccc(O)c3n2)c1	3%	3%	17%	0.2%	0.7%	8.0	90	-9%	33%	11%
CCOc1ccc(S(=O)(=O)N2CCN(C(=O)c3cc(C4CC4)nn3-c3ccccc3)CC2)cc1	-1%	7%	nt	0.6%[50 µM]	nt	1.0	64	nt	nt	nt
Cc1cccc(C(=O)Nc2cccc(C(=O)N/N=C/c3ccc4c(c3)OCO4)c2)c1	-3%	7%	25%	-1.0%	0.0%	0.0	50	-2%	13%	12%
CSCCC(NC(=O)C1CCC(C)CC1)C(=O)NCc1ccco1 (stereo not drawn)	-6%	3%	3%	0.6%	0.0%	-0.4	83	0%	-5%	-0.1%	NS5 inhibitors pilot replicate=-6.1
Cc1ccc(NC(=S)Nc2cccc3ccccc23)cc1	14%	2%	5%	0.1%	-0.8%	1.3	54	2%	-32%	4.3%
Cc1nnc(SCCn2c(N3CCC(Cc4ccccc4)CC3)nc3c2c(=O)[nH]c(=O)n3C)s1	nt	nt	9%	nt	0.1%	12	49	0%	10%	4.9%
CCc1nc(N2CCN(C(=S)NCCCOC)CC2)c2c3c(sc2n1)CCCC3	-3%	4%	1%	0.2%	-1.4%	11	57	-2%	-11%	13%
CC(NC(=O)NC(N)=O)(C(F)(F)F)C(F)(F)F	-3%	10%	0%	0.1%	1.5%	-1.1	64	3%	0%	0.3%
CCOc1ccc(/C(O)=C2/C(=O)C(=O)N(CCN(CC)CC)C2c2cccs2)cc1 (stereo not drawn)	-9%	2%	6%	-0.8%	0.2%	1.6	45	0%	-2%	0.3%
CSc1ncccc1C(=O)NC1CCCCCCC1	-4%	9%	15%	0.2%	-0.5%	1.4	41	-1%	-3%	5.4%
O=C1c2cccc3cccc(c23)C(=O)N1c1cccc(O)c1	7%	11%	12%	-0.2%	-0.1%	0.9	59	-2%	0%	1.5%
CCn1c(SC)nc(O)c(C(c2ccc(OC)c(O)c2)c2c(O)nc(SC)n(CC)c2=O)c1=O	50µM*	26%	19%	0.1%	nt	0.7	42	2%	3%	3.0%
FC(F)(F)c1ccc(CN2C[C@@H]3C(c4ccc(Cl)nc4)C4(c5ccccc5)CC3(C4)[C@H]2c2ccccc2)cc1 (stereo partly drawn)	-6%	5%	17%	0.4%	-0.5%	0.3	60	-2%	8%	0.8%
c1ccc(-c2nccc3ccccc23)cc1	-8%	4%	-3%	-0.1%	nt	1.6	37	nt	nt	2.0%
COc1ccc(-n2nnnc2SCC(=O)Nc2ccccc2)cc1	-1%	10%	8%	0.3%	-0.8%	-1.5	87	-1%	1%	0.5%
COc1ccc(N2CCN(C(=O)CSc3nc4[nH]ncc4c(=O)n3-c3ccc(Br)cc3)CC2)cc1	-14%	20%	25%	0.0%	0.2%	5.3	47	3%	36%	9.2%
CCOC(=O)c1sc2nc(C)nc(SCC(=O)NC3CCS(=O)(=O)C3)c2c1C (stereo not drawn)	-17%	-5%	-9%	-1.7%	0.4%	1.0	33	-7%	-2%	0.4%
O=C(CSc1nnc(-c2ccccn2)o1)Nc1ccccc1F	-1%	5%	0%	2.1%[50 µM]	0.2%	-0.6	56	-5%	6%	0.9%
O=C(CN1CCOCC1)c1c[nH]c2ccccc12	-3%	6%	5%	-2.5%	0.7%	-0.4	59	-3%	8%	2.0%
CC(=O)N1CC=C2C(C#N)=C(N)C(C#N)(C#N)C(CCc3ccccc3)C2C1 (stereo not drawn)	-11%	-8%	12%	1.2%	1.3%	0.4	86	-1%	-6%	8.5%
COCCCNc1ccnc2c(Cl)cccc12	-6%	12%	21%	0.9%	-0.6%	0.8	48	0%	3%	3.8%
O=C(COC(=O)/C=C/c1ccc(Cl)cc1Cl)Nc1ccc2c(c1)OCCO2	-2%	7%	-12%	-0.1%	0.6%	10	68	1%	5%	2.0%
COc1ccc(C2=NN(CCC(=O)NC3CCCCCC3)C(=O)CC2)cc1	-20%	3%	5%	-0.1%	-0.4%	-1.6	46	8%	1%	-0.4%
O=C(NCCc1c[nH]c2ccccc12)c1cc2ccccc2oc1=O	-3%	5%	1%	0.0%	-0.1%	3.7	59	4%	5%	1.8%
O=C1N(Nc2ccccc2)C(c2ccc(Br)cc2)C12CCCC2 (stereo not drawn)	1%	1%	1%	-0.2%	0.6%	14	90	4%	-5%	2.3%	NS5 inhibitors pilot replicate=-0.6
O=C(Nc1ccc(OC(F)(F)F)cc1)c1ccc(-n2cncn2)nc1	-4%	3%	4%	0.0%	0.1%	-0.3	74	-3%	7%	?
O=C1CCCN1CCCNc1ncccc1[N+](=O)[O-]	-9%	4%	2%	2.1%	-0.1%	-0.2	57	-5%	0%	0.3%
Cc1ccc(C)c(OCC(=O)Nc2cccc(C(=O)O)c2)c1C	0%	10%	-2%	0.1%	0.0%	-1.5	95	0%	-7%	-0.8%
CCc1cc(=O)oc2cc(C)cc(OC(C)C(=O)NCCCN3CCCC3=O)c12 (stereo not drawn)	-10%	10%	5%	0.3%	-0.7%	-1.1	70	13%	30%	1.5%
CCOc1cc(N2CCOCC2)c(OCC)cc1NC(=O)COc1cccc(Cl)c1	-4%	2%	5%	0.9%[50 µM]	nt	0.5	61	nt	nt	-2.6%
